Source: PubChem BioAssay (National Center for Advancing Translational Sciences (NCATS))
ELG1 genotox: qHTS screen for small molecules that induce genotoxicity in human embryonic kidney (HEK293T) cells expressing luciferase-tagged ELG1 | 1.3% of 330,000 active | HEK293T ELG1-luciferase reporter, luminescence, 16 h | AID 504466, 2011 | Potency, µM (doses to about 46 µM), inactives show top-dose activity change, positive = activation, hits mostly activators; further: % of control where 0% means no effect; nearly all actives have a fitted effect of over 60% in size
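Genotoxicity was scored as increased ELG1-luciferase reporter signal, measured by ONE-Glo luminescence (30 min, room temperature). Compound or vehicle exposure of the HEK293T reporter cells lasted 16 hr at 37°C.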
p53 reactivation: qHTS assay for re-activators of p53 using a Luc reporter; AID 504706, 2011; Potency, µM (titrated, usually from 92.2 µM), without a hit: at the top dose activity change, positive = activation, actives largely listed as activators; H1299 p53-A138V BP100-luciferase reporter, luminescence, 24 h; 0.063% of 320,000 active; further: % of control where 0% means no effect; nearly all actives have a fitted effect of over 45% in size
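p53-null H1299 cells stably carrying temperature-sensitive p53-A138V and a BP100-luciferase reporter were pinned with compounds (4-point, 1:5 series) and held 24 hrs at 37 deg C. Luminescence was read 10 min after detection reagent.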
Rab9 prom act: qHTS Assay for Rab9 Promoter Activators; Huh7 Rab9 promoter-luciferase reporter, luminescence, 24 h; Potency, µM (series often up to 9.22 µM), for inactives: at the highest dose activation, negative = inhibition, hits mostly activators; 2.8% of 320,000 active; further: % of control where 0% means no effect; nearly all actives have a fitted effect of over 60% in size
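Luminescence from Amplite-detected luciferase (10 minutes, ambient) reports Rab9 promoter activation. Before that, stable Rab9-luciferase Huh7 cells (1500/well, reduced-serum OP-MEM I plus 10% FBS) were exposed to compound for 24 hours at 37C.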
FLuc counter: qHTS profiling assay for firefly luciferase inhibitor/activator using purifed enzyme and Km concentrations of substrates (counterscreen for miR-21 project); 6.9% of 360,000 active; purified FLuc, Km substrates, luminescence inhibition; Potency, µM (highest dose often 57.5 µM), for inactives: top-dose activity change, negative = inhibition, usual class: inhibitors; AID 588342, 2011;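 further: plate controls were vehicle for no effect and reference inhibitor for full effect; nearly all actives have a fitted effect of over 55% in size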
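Purified P. pyralis luciferase, 10 nM final, with Km-level 10 uM D-luciferin and 10 uM ATP in 50 mM Tris acetate pH 7.5, 10 mM Mg acetate, 0.01% Tween-20, 0.05% BSA; 6-point qHTS titration about 60 µM downward; luminescence read.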
RORgamma inh: qHTS for inhibitors of ROR gamma transcriptional activity. Nuclear receptor ROR-gamma (Mus musculus), P51450. Drosophila S2 Gal4-RORgamma UAS-luciferase reporter, 20 h. Potency, µM (highest dose often 53.6 µM), for inactives: top-dose activity change, negative = inhibition, most hits filed as inhibitors. 5.4% of 310,000 active. AID 2551, 2010; further: on the % scale 0 is the no-effect control and ±100 the full control effect; nearly all actives have a fitted effect of over 60% in size
Target sequence (P51450 whole entry, looked up, the tested form may be a part): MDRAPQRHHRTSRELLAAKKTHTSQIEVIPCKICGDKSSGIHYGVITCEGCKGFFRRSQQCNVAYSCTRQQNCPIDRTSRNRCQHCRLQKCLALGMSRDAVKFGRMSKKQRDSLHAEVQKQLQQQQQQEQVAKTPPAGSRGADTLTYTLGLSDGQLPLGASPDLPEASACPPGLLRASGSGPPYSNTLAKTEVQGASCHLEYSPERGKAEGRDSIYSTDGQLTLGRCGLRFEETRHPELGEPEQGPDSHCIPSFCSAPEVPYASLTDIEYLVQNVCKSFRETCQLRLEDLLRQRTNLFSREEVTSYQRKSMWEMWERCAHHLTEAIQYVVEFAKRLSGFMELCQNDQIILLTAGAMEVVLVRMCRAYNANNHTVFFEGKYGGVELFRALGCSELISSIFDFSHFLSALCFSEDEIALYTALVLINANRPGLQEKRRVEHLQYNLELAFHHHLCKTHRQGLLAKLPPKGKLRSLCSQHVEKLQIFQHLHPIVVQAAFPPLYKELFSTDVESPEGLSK
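Luminescence from a UAS-regulated Photinus luciferase reporter in stably transfected Drosophila Schneider cells is measured; decreased signal marks ROR gamma inhibition. Fusion expression is induced by 700 uM copper sulfate for 20 hr.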
CXXC DNA block: qHTS Fluorescence Polarization Assay for Inhibitors of MLL CXXC domain - DNA interaction; Histone-lysine N-methyltransferase 2A (Homo sapiens), Q03164; MLL-CXXC / FITC-HOXA9 DNA fluorescence polarization; Potency, µM (highest dose often 115 µM), without a hit: at the top dose activity change, negative = inhibition, usual class: inhibitors; 0.037% of 290,000 active; AID 2662, 2010; active means well fitted inhibition curve with a large enough effect in the polarisation, with a control signal flat, not every such curve was filed as active; inconclusive means small, poorly fitted or top-dose-only effect, or effect the other way, or a change in a side signal; inactive means no such curve, though single readings can be large or run the other way; the % refers to the polarisation
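Steps: dispense CXXC domain solution (7 uM) → pin compounds or unlabeled HOX-A9 DNA control → 5 min ambient → add FLSN-HOX-A9 solution (50 nM) → spin → 30 min ambient → fluorescence polarization. Tris pH 7.5/NaCl/DTT/BSA buffer.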
uPA generation: qHTS for Inhibitors of Cell Surface uPA Generation; cell surface uPA generation assay, qHTS; Potency, µM (highest dose often 38.3 µM), for the others: top-dose activity change, negative = inhibition, usual class: inhibitors; 0.31% of 330,000 active; AID 540303, 2011; active means well fitted inhibition curve with a large enough effect; inconclusive means small, poorly fitted or top-dose-only effect; inactive means no such curve, though single readings can be large or run the other way; tested in mouse RAW 264.7 cells; further: on the % scale 0 is the no-effect control and ±100 the full control effect; nearly all actives have a fitted effect of over 55% in size
MBNL1-CUG inh: qHTS Assay for Inhibitors of MBNL1-poly(CUG) RNA binding. 0.036% of 280,000 active. TR-FRET MBNL1-His/biotin-(CUG)12 binding, 665/545 ratio. Potency, µM (series often up to 57.5 µM), for the others: top-dose activity change, negative = inhibition, actives largely listed as inhibitors; active means well fitted inhibition curve with a large enough effect in the signal ratio, with a control signal flat, not every such curve was filed as active; inconclusive means small, poorly fitted or top-dose-only effect, or effect the other way, or a change in a side signal; inactive means no such curve, though single readings can be large or run the other way; the % refers to the signal ratio; further: on the % scale 0 is the no-effect control and ±100 the full control effect
Target sequence (Q9NR56 whole entry, looked up): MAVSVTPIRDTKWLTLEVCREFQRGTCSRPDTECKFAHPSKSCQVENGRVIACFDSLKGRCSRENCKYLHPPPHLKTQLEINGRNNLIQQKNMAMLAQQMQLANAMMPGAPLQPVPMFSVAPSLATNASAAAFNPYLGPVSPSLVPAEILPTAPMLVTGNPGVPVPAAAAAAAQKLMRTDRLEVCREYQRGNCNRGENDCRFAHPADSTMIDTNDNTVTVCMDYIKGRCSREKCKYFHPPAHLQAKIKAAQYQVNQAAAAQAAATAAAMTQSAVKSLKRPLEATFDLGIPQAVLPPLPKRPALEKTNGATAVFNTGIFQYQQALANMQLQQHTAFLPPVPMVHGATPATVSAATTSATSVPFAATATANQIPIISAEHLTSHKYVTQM
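TR-FRET readout: Ex 340 nm, 665/545 nm emission ratio, normalized to buffer-only (basal) and MBNL1-(CUG)12 controls. Complex of MBNL1-His with Biotin-(CUG)12, compounds 92 nM–58 uM, incubated 60 min at room temperature.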
BRCA1 expr up: qHTS Assay to Identify Small Molecule Activators of BRCA1 Expression. MCF7-BRCA1-FFLuc reporter, luminescence, 48 h; response scale: scaled: vehicle 0%, 10 µM genistein 100%. Potency, µM (series often up to 46.1 µM), inactives show at the highest dose activation, actives largely listed as activators. 1.1% of 380,000 active. AID 624202, 2012; further: nearly all actives have a fitted effect of over 80% in size; some results filed as inactive show a strong effect at the top dose
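MCF7-BRCA1-FFLuc cells, 2000/well in phenol-red-free MEM, attached 2 h then treated 48 h at 37 C. Luciferase luminescence read 15 min after reagent; normalized to genistein maximum activation (10microM) and DMSO, concentration-response fitted.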
NPC1 promoter act: qHTS Assay for NPC1 Promoter Activators. Potency, µM (doses to about 9.22 µM), for the others: top-dose activation, most hits filed as activators. AID 485313, 2010. Huh7 NPC1 promoter luciferase reporter, 24 h. 2.4% of 320,000 active;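 further: % of control where 0% means no effect; nearly all actives have a fitted effect of over 60% in size; reporter is driven by a mutant NPC1 promoter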
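Compounds in DMSO were transferred onto Huh7 NPC1-luciferase reporter cells pre-incubated 2 h; after 24 h at 37 °C, Amplite reagent was dispensed and luminescence recorded 10 min later.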
Gal4-VP16 FLuc: VP16 counterscreen qHTS for inhibitors of ROR gamma transcriptional activity | Drosophila S2 Gal4-VP16 UAS-luciferase, luminescence, 20 h | Potency, µM (highest dose often 53.6 µM), for inactives: at the highest dose activity, negative = inhibition, usual class: inhibitors | 3.5% of 310,000 active | AID 2546, 2010;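 further: Gal4-VP16 expression switched on by copper sulfate through the metallothionein promoter; on the % scale 0 is the no-effect control and ±100 the full control effect; nearly all actives have a fitted effect of over 50% in size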
Active calls of the source: *; ? = inconclusive; . = not tested or not shown; [ ] = remark or other dose. Unless noted, the call rests on the fitted dose curve; in most records, active means well fitted curve in the direction sought with a large enough effect; inconclusive means small, poorly fitted or top-dose-only effect, or another doubt; inactive means no such curve, though single readings can be large; an effect the other way counts as inactive or inconclusive. Potency means the concentration at half of the fitted maximal effect. These rows are one share of the data (hit frequency here may not be typical).

SMILES	ELG1 genotox	p53 reactivation	Rab9 prom act	FLuc counter	RORgamma inh	CXXC DNA block	uPA generation	MBNL1-CUG inh	BRCA1 expr up	NPC1 promoter act	Gal4-VP16 FLuc
CC(C)(C)c1ccc(C(=O)N/C(=C\c2cccs2)C(=O)N2CCOCC2)cc1	0%	-7%	2%	-6%	20%	1%	-10%	16%	-32%	2%	-7%
N#Cc1cc2c(nc1SCC(=O)N1CCOCC1)CCCCC2	?	?	23%	3%	8%	-5%	-7%	2%	-2%	17%	15%
COc1ccc(/C=N/NC(=O)C(O)(c2ccccc2)c2ccccc2)cc1OC	1%	-5%	-9%	0%	-3%	9%	-4%	?	-19%	-2%	0%
CCOc1cc(/C=C2/C(=N)N3C(=NC2=O)SN=C3S(C)(=O)=O)ccc1OC(=O)c1ccco1	0%	1%	4%	?	-9%	66%[activator]	-2%	6%	34%	0%	5%
O=C(c1ccccn1)C1CCCN(Cc2cn[nH]c2-c2cc3ccccc3o2)C1 (stereo not drawn)	-1%	0%	-3%	-8%	-4%	0%	18%	-5%	-2%	1%	-19%
CC1CN(C(=S)SCC(=O)c2ccc([N+](=O)[O-])cc2)CC(C)O1 (stereo not drawn)	-8%	2%	4%	0%	18%	3%	-5%	?	-11%	1%	3%
c1ccc2[nH]c(SCc3ccc(-c4nnco4)cc3)nc2c1	?	16%	3.5µM*	11µM*	34%	3%	-1%	-8%	?	?	-16%
O=C(NCc1ccccc1)C12CC3CC(CC(Br)(C3)C1)C2	1%	7%	-2%	-2%	-1%	-4%	2%	-3%	0%	0%	-3%
CCN(CC)S(=O)(=O)c1ccc(C(=O)OCC(=O)NC2CCCC2)cc1	-2%	-3%	-4%	-1%	-12%	-5%	1%	-5%	-8%	0%	-9%
COc1ccccc1C1CN=NC12CCCc1ccccc1C2=O (stereo not drawn)	-4%	-7%	2%	-2%	-27%	7%	2%	4%	-29%	-4%	-12%
CC(C)c1cccc(C2=CC(=O)C[C@H](c3ccc4c(c3)OCO4)C2)c1	0%	15%	1%	4%	.	.	19%	.	0%	6%	.
COc1ccc(S(=O)(=O)N2CCOCC2)cc1NC(=O)Cc1cccs1	2%	1%	-1%	.	.	.	1%	.	-3%	0%	.
Cc1ccc(CNC(=O)C2=CCN(S(=O)(=O)c3ccc(C)cc3)CC2)cc1	-7%	-1%	-3%	1%	10%	2%	.	16%	.	1%	-10%
CC(C)C(C(=O)O)N1CCS(=O)(=O)CC1 (stereo not drawn)	0%	-2%	-31%[inhibitor]	-1%	-5%	7%	1%	-5%	0%	-3%	2%
O=C(NCc1nnc(SCC(=O)N2CCc3ccccc32)o1)c1ccco1	0%	-6%	1%	5%	1%	3%	9%	11%	-4%	-2%	-6%
COC(=O)c1c(C)oc2ccc(N(C(=O)Oc3ccccc3)S(=O)(=O)c3ccc(Cl)c([N+](=O)[O-])c3)cc12	-12%	4%	-6%	-3%	5%	18%	-6%	?	-84%	0%	-3%
Cc1ccc(N2CCN(C(=O)c3cc(-c4ccc(F)cc4)[nH]c3C)CC2C)cc1 (stereo not drawn)	-5%	-13%	-5%	-1%	6%	9%	9%	-4%	-79%	-6%	-10%
O=C(NNS(=O)(=O)c1ccc(Br)cc1)C1CCCCC1	0%	18%	6%	-9%	12%	-1%	-5%	-1%	8%	-3%	1%
CC(=O)N1C(c2ccccc2)CC(=O)OC1c1ccc2c(c1)OCO2 (stereo not drawn)	-2%	-2%	-1%	2%	-17%	2%	4%	-9%	14%	17%	1%
COc1ccc(CN2CCNC(=O)C2CC(=O)NC2CCCCCCC2)cc1C (stereo not drawn)	4%	-9%	3%	2%	12%	0%	1%	2%	-1%	0%	3%
COc1ccc(F)cc1S(=O)(=O)NC1CC(C)(C)NC(C)(C)C1	0%	1%	7%	1%	5%	-4%	2%	-13%	-2%	-1%	-6%
O=C(Nc1ccc(Cl)cc1)c1ccc2snnc2c1	?	.	?	?	-12%	.	-2%	7%	33%	?	-19%
CCN(Cc1ccccc1)C(=O)C1CCN(Cc2ccc(SC)cc2)CC1	-8%	-3%	-5%	-2%	1%	2%	-6%	-13%	-11%	-4%	5%
O=C(COC(=O)c1cncc(Br)c1)Nc1ccc2c(c1)OCO2	-3%	-3%	9%	1%	26%	5%	4%	.	-22%	-15%	0%
CC(C)(C)NC(=O)NC(=O)CN1CCN(c2ncc(C(F)(F)F)cc2Cl)CC1	-8%	-1%	-1%	2%	-2%	-18%	1%	12%	-38%	-1%	-3%
COc1cccc(CNS(=O)(=O)/C=C/c2ccc(OC)c(OC)c2)c1	-7%	-5%	-1%	0%	32%	6%	2%	-9%	0%	-1%	-14%
Cc1cc(C)n(CC(O)Cn2c(C)c(C)c3ccccc32)n1 (stereo not drawn)	-5%	-5%	-2%	0%	-16%	0%	-5%	0%	-34%	5%	8%
N#CC1=C(N)C(C#N)(C#N)[C@H](c2ccncc2)[C@H]2CN(C(=O)OCc3ccccc3)CC=C12	4%	?	-3%	7%	?	22%	-15%	12%	15%	-2%	?
CCOC(=O)N1CCN(C(=O)c2cnn3c(C(F)F)cc(-c4ccc(C)cc4)nc23)CC1	-18%	5%	-7%	5%	8%	1%	-7%	0%	-40%	-6%	-1%[0.365 µM]
Cc1ccc(-c2nn(-c3ccccc3)cc2C=O)o1	?	?	?	3µM*	?	9%	-13%	-3%	?	9%	?
COc1cccc(NC(=O)CCNC(=O)N2CC(=O)Nc3ccccc32)c1	3%	-1%	14%	0%	-2%	-4%	-21%	1%	-4%	12%	0%
COc1cccc(/C=N/NC(=O)C(=O)N2CCCCCC2)c1OC	14%	9%	-5%	-3%	14%	-6%	0%	1%	-27%	-4%	-3%
O=C(Cc1ccc(NC2=NC3CS(=O)(=O)CC3S2)cc1)Nc1ccc(F)cc1 (stereo not drawn)	5%	.	0%	5%	-19%	.	15%	-4%	-12%	1%	8%
CCC1(c2ccccc2)NC(=O)N(CC(=O)NC2(C#N)CCCCC2)C1=O (stereo not drawn)	0%	-1%	0%	1%	.	.	-4%	.	4%	6%	.
O=C(OCc1nc2ccc(Cl)cc2n1CCO)c1ccc(O)cc1	-1%	-3%	-3%	-2%	22%	7%	0%	-10%	13%	-2%	0%
CN(Cc1cccnc1)C(=O)CCCc1c[nH]c2ccccc12	-5%	1%	0%	-9%	13%	25%	-2%	-15%	15%	-3%	4%
CCC(OC(=O)c1cc2sccc2n1C)C(=O)NCC1CCCO1 (stereo not drawn)	-5%	-17%	4%	0%	17%	12%	-1%	-8%	-2%	-2%	-4%
O=c1c(Cl)c(N2CCN(S(=O)(=O)c3ccc(F)cc3)CC2)cnn1-c1cccc(Cl)c1	2%	1%	-2%	-1%	-2%	7%	-2%	.	-24%	-3%	-11%
O=C(Nc1nnc(C2=COCCO2)o1)c1ccc(Cc2ccccc2)cc1	-7%	4%	-9%	-16%	0.63µM*	2%	-3%	7%	-54%	-7%	3.2µM*
CC(=O)N(C)c1cccc([N+](=O)[O-])c1	2%	1%	-5%	2%	-20%	-1%	2%	16%	-41%	-6%	3%
Cc1ccc(F)cc1NC(=O)CN1C(=O)NC(C)(c2ccc3c(c2)OCCO3)C1=O (stereo not drawn)	1%	-6%	-3%	-2%	.	.	17%	.	3%	0%	.
COc1ccc([C@H]2CC(=O)C=C(c3ccc(F)cc3OCc3ccccc3)C2)cc1OC	-9%	4%	2%	-1%	.	.	?	.	-61%	-12%	.
COc1ccc(Nc2nc(-c3cccs3)cs2)cc1	1.5µM*	?	2µM*	0.67µM*	?	15%	-1%	2%	77%	2.5µM*	19%
CCOC(=O)C1CCN(C(=O)CCS(=O)(=O)c2ccc3c(c2)CC(C)N3C(=O)CC)CC1 (stereo not drawn)	0%	-1%	-7%	2%	9%	12%	0%	-1%	-25%	-2%	-1%
